# High-throughput results: PubChem, The Scripps Research Institute Molecular Screening Center
# LYPLA1 counter – LYPLA1 (human) inhibition in PME1 counter-screen; O75608; recombinant LYPLA1, FP-Rh probe fluorescence polarization; hit rate 0.16% among 320,000; inhibition, % at 5.9 µM;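 active means inhibition above the mean of all tested compounds plus 3 SD, set per campaign, cut at about 14% in these data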;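 further: inhibitors block serine hydrolase probe labeling of LYPLA1 so polarization falls; 0% = enzyme with DMSO and 100% = wells lacking LYPLA1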
# LYPLA2 inh – blocks human lysophospholipase 2, a PME1 counter-screen; hit rate 0.38% among 320,000; inhibition, % at 5.9 µM; AID 2177; O95372; recombinant LYPLA2, FP-Rh probe fluorescence polarization;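 active means inhibition above the screen-wide mean plus 3 SD, limit set per campaign, cut at about 26% in these data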;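 further: 0% = LYPLA2 with DMSO and 100% = wells lacking LYPLA2 enzyme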
# EBNA-1 inh – blocks EBNA-1 binding to DNA; inhibition, % at 14.8 µM; EBNA-1 DNA binding, fluorescence polarization; hit rate 0.34% among 300,000; in the data active means inhibition above about 28%
# PAFAH2 FP inh – inhibitors of human PAFAH2; recombinant PAFAH2, FP-rhodamine activity probe, fluorescence polarization; inhibition, % at 3.39 µM; hit rate 0.99% among 340,000; AID 492956;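 active means inhibition above the mean over all tested compounds plus 3 SD, cut at about 30% in these data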;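 further: inhibitors block probe labeling of enzyme so polarization drops; 0% = enzyme with DMSO and 100% = wells lacking PAFAH2 protein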
# PAFAH1B3 FP inh – inhibitors of human PAFAH1B3; AID 492972; inhibition, % at 3.39 µM; recombinant PAFAH1B3, FP-rhodamine probe, fluorescence polarization; Q15102; hit rate 0.28% among 340,000;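 active means inhibition above the screen-wide average of all tested compounds plus 3 SD, cut at about 25% in these data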;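 further: 0% = enzyme with DMSO only and 100% = wells lacking PAFAH1B3 protein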
# PAD4 inh – PAD4 (human) enzyme inhibition; inhibition, % at 6.36 µM; recombinant PAD4, RCA probe fluorescence polarization; hit rate 0.41% among 330,000;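 active means percent inhibition above a cutoff equal to the mean of all tested compounds plus 3 SD, cut at about 15% in these data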;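 further: 0% = PAD4 with RCA probe and DMSO and 100% = probe without PAD4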
# Target sequence (Q9UM07 whole entry, looked up): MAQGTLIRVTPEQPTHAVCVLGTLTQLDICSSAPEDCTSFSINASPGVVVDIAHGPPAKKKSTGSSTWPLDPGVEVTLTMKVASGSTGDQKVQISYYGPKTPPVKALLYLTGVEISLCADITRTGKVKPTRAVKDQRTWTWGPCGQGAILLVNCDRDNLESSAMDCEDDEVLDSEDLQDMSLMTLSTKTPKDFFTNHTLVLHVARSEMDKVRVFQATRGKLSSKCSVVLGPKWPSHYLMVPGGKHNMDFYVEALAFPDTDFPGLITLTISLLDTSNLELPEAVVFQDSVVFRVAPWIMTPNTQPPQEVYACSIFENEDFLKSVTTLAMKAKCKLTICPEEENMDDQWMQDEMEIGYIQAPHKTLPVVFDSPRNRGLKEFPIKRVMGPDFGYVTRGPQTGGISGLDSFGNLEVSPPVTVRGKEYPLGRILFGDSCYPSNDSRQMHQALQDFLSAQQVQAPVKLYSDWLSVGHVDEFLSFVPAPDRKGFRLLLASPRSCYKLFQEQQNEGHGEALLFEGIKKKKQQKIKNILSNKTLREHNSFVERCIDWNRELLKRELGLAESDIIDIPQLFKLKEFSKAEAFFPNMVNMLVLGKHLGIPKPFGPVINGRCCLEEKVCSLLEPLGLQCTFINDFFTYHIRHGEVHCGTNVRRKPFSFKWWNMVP
# GSTO1 inh – GSTO1 inhibition, counter-screen for RBBP9 inhibitors. P78417. recombinant GSTO1, activity-based probe fluorescence polarization. inhibition, % at 5.96 µM. hit rate 1.1% among 300,000;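 active means inhibition above the campaign mean inhibition plus 3 SD, cut at about 35% in these data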;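 further: 0% = GSTO1-1 with DMSO and 100% = wells lacking GSTO1-1 enzyme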
# PREPL inh – human PREPL enzyme inhibition; Q4J6C6; inhibition, % at 5.96 µM; hit rate 0.68% among 320,000; recombinant PREPL, fluorescence polarization activity-based probe; AID 2751; in the data active means inhibition above about 43%;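 further: 0% = enzyme with DMSO and 100% = wells lacking enzyme; many of its hits are not listed in these tables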
# ZTA counter – ZTA (EBV) inhibition in EBNA-1 counter-screen. P03206. ZTA-DNA binding, fluorescence polarization. inhibition, % at 11 µM. hit rate 0.15% among 320,000. AID 2234; in the data active means inhibition above about 33%
# Target sequence (P03206 whole entry, looked up): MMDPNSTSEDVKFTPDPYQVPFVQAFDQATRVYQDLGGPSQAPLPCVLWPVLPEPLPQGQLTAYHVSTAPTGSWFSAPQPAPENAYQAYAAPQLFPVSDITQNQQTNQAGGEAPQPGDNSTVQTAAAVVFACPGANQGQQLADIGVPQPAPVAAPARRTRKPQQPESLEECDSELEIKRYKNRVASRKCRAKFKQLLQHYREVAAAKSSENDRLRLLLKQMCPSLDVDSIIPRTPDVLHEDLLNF
# * = called active by the depositor; . = not tested or not shown. A portion of the library (hit frequency here may not be typical).
no. | SMILES | LYPLA1 counter | LYPLA2 inh | EBNA-1 inh | PAFAH2 FP inh | PAFAH1B3 FP inh | PAD4 inh | GSTO1 inh | PREPL inh | ZTA counter
1 | COc1ccc(N(CC(=O)NCC2CCCO2)S(=O)(=O)c2c(C)noc2C)cc1 (stereo unspecified) | 0 | -5 | 8 | -1 | 1 | -4 | -4 | -13 | 18
2 | Cc1ccc(CSc2nnc(-c3ccc(S(=O)(=O)N4CCCC4)cc3)o2)cc1 | 0 | -9 | 0 | -6 | 3 | 2 | -1 | 3 | -1
3 | COc1ccccc1N(CN1C(=O)c2ccccc2C1=O)C(=O)c1cccnc1 | -2 | 4 | 0 | -6 | -5 | 1 | 7 | 0 | -9
4 | CCC(CC)C(=O)Nc1c2cnn(-c3ccccc3)c2nc(=O)n1-c1ccccc1 | 3 | 4 | -19 | -2 | -6 | -3 | -6 | 1 | 2
5 | CCCC[C@H]1C2=C3[C@@H](CC(C(=O)OC)=C[C@@H](C(=O)OC)[C@H]3C(C)(C)C2=O)n2c(=O)n(-c3ccccc3)c(=O)n21 | 0 | -5 | 3 | 10 | 5 | 2 | 1 | -2 | 3
6 | COCCOC(=O)c1c(N)n(CCCN2CCOCC2)c2nc3ccccc3nc12 | -1 | 0 | 4 | -7 | 6 | -5 | 7 | -1 | -10
7 | C/C(=N\NC(=O)COc1cccc2ccccc12)c1cccs1 | -6 | 0 | -2 | 6 | 11 | -8 | -3 | 4 | 9
8 | O=C1/C(=C/c2ccc(Cl)cc2)SC(=S)N1CCC(=O)N1CCCCC1CCO (stereo unspecified) | 1 | -2 | -6 | -2 | 6 | -38 | 16 | 27 | -8
9 | COc1ccc(Br)cc1CN1C(=O)NC2(CCCCCC2)C1=O | -3 | -5 | -11 | 6 | -4 | -5 | 0 | 9 | 7
10 | CCOC(=O)c1c(N)n[nH]c1-c1ccc(OC)cc1 | 0 | 9 | -2 | 1 | 8 | 1 | -1 | 8 | 15
11 | c1ccc(CCc2ccccc2-c2nc(-c3cccnc3)no2)cc1 | -5 | -10 | -12 | -21 | 1 | -2 | -4 | -21 | 3
12 | Cc1ccc(C(=O)N[C@H](C(=O)Nc2ccc(F)cc2)C(C)C)cc1 | -5 | -5 | -3 | -9 | 7 | -2 | -7 | -9 | -10
13 | N#Cc1c(N)sc(=S)c2c1CCCCC2 | 2 | 3 | 5 | 45* | 23 | 4 | 21 | 18 | 2
14 | COc1ccc(CC(=O)Nc2cc(Cl)ccc2O)cc1 | 2 | 7 | 12 | 28 | 0 | 2 | 9 | 24 | -4
15 | CC(C)(C)c1ccc(NC(=O)c2ccccc2)c([N+](=O)[O-])c1 | 2 | 6 | 2 | -3 | 4 | 1 | -1 | -2 | 9
16 | CCCN(CC(=O)Nc1ccc(Cl)cc1Cl)C(=O)c1ccc(=O)[nH]c1 | -5 | -1 | 6 | 10 | 4 | -2 | 2 | 4 | 8
17 | COc1ccccc1CNC(=O)CC(NS(=O)(=O)c1ccc(C)cc1)c1ccco1 (stereo unspecified) | -1 | -3 | 4 | 9 | 4 | 7 | 2 | -2 | 2
18 | Cc1ccc(C(=O)c2cc([N+](=O)[O-])ccc2N2CC(C)OC(C)C2)cc1 (stereo unspecified) | 2 | 8 | -7 | -2 | 8 | -7 | 5 | -2 | -10
19 | C=CCNC(=S)N/N=C(\C)c1cccc(OC)c1 | 3 | 7 | 4 | 1 | 2 | 3 | 8 | -2 | -6
20 | CC(C)CNC(=O)c1cccc(NC(=O)CSc2ccccc2)c1 | 3 | 0 | -2 | 1 | 8 | -3 | -4 | 2 | -5
21 | Cc1ccc([N+](=O)[O-])cc1NC(=O)CN(C(=O)c1ccc(Cl)cc1)C1CCCCC1 | -4 | -2 | 1 | -13 | 5 | -4 | -8 | -5 | 7
22 | COc1ccccc1NC(=O)c1ccc(COc2ccccc2OC)o1 | -2 | -5 | -2 | 2 | 9 | -1 | -6 | -6 | -1
23 | COc1ccc(NC(=O)C(c2ccccc2)c2ccccc2)cn1 | -1 | -1 | 3 | 1 | 2 | -5 | 3 | -3 | -12
24 | Cc1c(O)c(CN2CCCCC2)cc2c3c(c(=O)oc12)CCC3 | 1 | 2 | -11 | -5 | -6 | 0 | -4 | -5 | 7
25 | COc1ccc(C(=O)OCC(=O)c2cc(C)n(CC3CCCO3)c2C)cc1[N+](=O)[O-] (stereo unspecified) | -3 | -2 | . | 6 | 3 | -3 | . | 9 | -7
26 | O=C(NCC12CC3CC(CC(C3)C1)C2)c1cc2n(n1)C(C(F)(F)F)CC(c1ccco1)N2 (stereo unspecified) | 2 | -2 | -7 | 1 | 0 | 0 | 3 | 2 | -8
27 | CCOc1ccccc1CN1CCC(n2nccc2NC(=O)CCc2ccccc2)CC1 | -4 | -1 | -1 | 4 | 4 | 0 | 0 | 6 | 5
28 | O=S(=O)(NCc1ccco1)c1cccc(S(=O)(=O)N2CCCCC2)c1 | 0 | 6 | -10 | 2 | 2 | 2 | 5 | 10 | 0
29 | O=C(CN1CCCCC1)N/N=C/c1cc2ccccc2nc1Cl | -1 | -1 | 9 | 3 | 6 | 0 | 0 | 7 | -12
30 | Cc1ccc(C(=O)N/C(=C/c2ccc(-c3ccc([N+](=O)[O-])cc3)o2)C(=O)NCCCN(C)C)cc1 | 0 | 0 | -4 | 14 | 15 | -3 | -8 | 19 | 3
31 | Cc1cc(-c2ccccc2)nn1-c1nc2c(c(=O)[nH]c(=O)n2C)n1C | -2 | -6 | 2 | 7 | -1 | -3 | 0 | 2 | 26
32 | O=[N+]([O-])c1cccc(-c2cc(C(F)(F)F)n3nc(-c4ccccc4)cc3n2)c1 | -1 | 3 | 13 | -6 | 8 | 3 | -8 | 9 | -9
33 | Oc1c(C(c2ccc(Cl)cc2)N2CCCC2)cc(Cl)c2cccnc12 (stereo unspecified) | 0 | 8 | -3 | -1 | 15 | -9 | -31 | 12 | -15
34 | O=C(NC(=S)NCC1CCCO1)c1ccccc1 (stereo unspecified) | 1 | 4 | -13 | -7 | 6 | 1 | 4 | -7 | -11
35 | Cc1ccc(-c2nc3ccccc3[nH]c2=O)cc1 | 4 | 5 | -7 | 0 | 5 | 4 | 1 | 4 | -4
36 | COc1ccc(NC(=O)CSc2cc(C(=O)c3nccn3C)c3ccccc3n2)cc1 | 1 | -1 | -14 | 9 | -3 | -1 | -1 | 2 | -1
37 | CN(Cc1cn(C)nc1-c1ccc(Oc2ccccc2)cc1)CC1COCCO1 (stereo unspecified) | 3 | 4 | 13 | 16 | 2 | 2 | 4 | 18 | -4
38 | O=c1[nH]c(CSc2ncn[nH]2)nc2ccccc12 | -3 | -2 | -10 | 5 | 6 | 0 | 0 | 1 | -2
39 | Cc1ccc(C(C2C(=O)CC(C)(C)CC2=O)C2C(=O)CC(C)(C)CC2=O)s1 | 0 | -7 | 13 | -1 | 11 | 3 | 4 | 2 | 12
40 | CCCC1=[N+](CC(=O)c2ccc(C)cc2)CCn2cccc21 | 0 | -2 | -7 | 3 | 9 | -10 | 2 | 15 | 1
41 | COc1ccc(Nc2ccc(Nc3ccc(OC)cc3)nn2)cc1 | -3 | 8 | -1 | 2 | 4 | -1 | 6 | 8 | -2
42 | O=C(c1ccccc1F)N1CCN(c2ccc([N+](=O)[O-])c(NCC3CCCO3)c2)CC1 (stereo unspecified) | -2 | 4 | 2 | 9 | 11 | -2 | 1 | 6 | 5
43 | Cn1c(SCc2ccc(Br)cc2)nnc1-c1cccs1 | -3 | -2 | 5 | 0 | -1 | 2 | 2 | 3 | 10
44 | OCCC#Cc1ccc(CN2CCN(CCc3ccccc3)C(CCO)C2)cc1 (stereo unspecified) | 2 | 1 | -7 | 0 | 8 | -6 | -6 | -6 | -11
45 | COc1ccc2[nH]c(=O)c(C(c3nnnn3C3CCCC3)N(C)C3CCCCC3)cc2c1 (stereo unspecified) | 1 | 7 | -2 | 4 | 3 | 1 | 0 | 4 | 8
46 | CS(=O)(=O)N(CC(=O)N1CCC(C(N)=O)CC1)c1ccc(Oc2ccccc2)cc1 | 2 | 6 | 5 | 6 | 10 | 4 | -5 | 5 | 3
47 | CCCNC(=O)c1cc(-c2ccc3c(c2)OCO3)on1 | 0 | -4 | -23 | 2 | 10 | -2 | -3 | 12 | 4
48 | COC(=O)Cc1ccc2oc(-c3cccnc3)nc2c1 | -6 | -8 | -12 | -2 | 9 | 7 | -8 | 10 | -2
49 | N#Cc1nc(-c2ccco2)oc1NCc1ccco1 | 0 | 7 | 5 | -3 | 3 | -5 | 1 | -3 | 7
50 | CN(C(=O)C1CCC1C(=O)O)c1nc(-c2ccc(Cl)s2)cs1 (stereo unspecified) | 1 | -1 | 1 | -22 | 8 | 2 | 14 | 2 | 8
51 | Brc1cccc(OCCSc2ncccn2)c1 | 1 | 7 | -12 | . | . | 1 | -1 | -16 | -6
52 | CC(C)c1cc(C(=O)N/N=C/c2c[nH]c3ccccc23)n[nH]1 | -1 | 3 | 4 | 4 | 6 | 1 | 12 | 7 | 4
53 | O=C(CS(=O)(=O)c1ccccc1)Nc1nnc(C(F)(F)F)s1 | 2 | -2 | 0 | -2 | 18 | -1 | 2 | 13 | -17
54 | Cc1ccc2cc(C(c3nnnn3C3CCCC3)N3CCN(c4ccc(F)cc4)CC3)c(=O)[nH]c2c1 (stereo unspecified) | 1 | -7 | -6 | -4 | 4 | -11 | -2 | -15 | -8
55 | CC(=O)NC(C)c1ccc(C(=O)CSc2nnc(C3CC3)n2C2CC2)cc1 (stereo unspecified) | -4 | -3 | . | 3 | -1 | 3 | . | 4 | 4
56 | COC(=O)CNc1cc(S(=O)(=O)N2CCCCC2)ccc1Oc1ccc(C(=O)OC)cc1 | 3 | -2 | -9 | 1 | 5 | 2 | 8 | 10 | 10
57 | COc1ccccc1C(CC(=O)c1ccccc1)CC(=O)c1ccccc1 | -2 | -3 | -7 | 1 | 5 | -1 | 4 | -9 | 0
58 | O=C(NCc1cccs1)C1CCN(S(=O)(=O)c2cccc3nsnc23)CC1 | -3 | 0 | -1 | 3 | 6 | 4 | 3 | 2 | -7
59 | CC(C)N(Cc1ccccc1)C(=O)COC(=O)c1cnccn1 | -2 | -2 | 10 | -4 | 9 | -5 | -3 | -8 | 10
60 | O=C(CSc1nc2ccccc2c(=O)[nH]1)Nc1ccc(S(=O)(=O)N2CCCC2)cc1 | -3 | 2 | 0 | 1 | 3 | 4 | 13 | 7 | -12
61 | O=c1[nH]c(Cc2ccccn2)nc2scc(-c3ccccc3Cl)c12 | -3 | -5 | 3 | 18 | 7 | -8 | -6 | 1 | 14
62 | On1c(-c2ccc(Cl)cc2)nc2ccccc21 | -1 | 3 | -19 | . | . | -4 | 1 | 0 | 3
63 | Cc1cc(C)cc(NS(=O)(=O)c2ccc(NC(=O)C3CCCCC3C(=O)O)cc2)c1 (stereo unspecified) | 8 | 6 | 21 | -3 | -8 | -1 | -6 | 5 | -4
